Source: PubChem BioAssay
Casp1 inh = caspase-1 (human) inhibition, allosteric or competitive; P29466; Caspase-1 enzyme, Ac-WEHD-AFC fluorogenic rate; Potency, µM (titrated, usually from 57.5 µM), inactives show at the highest dose activity change, negative = inhibition, actives largely listed as inhibitors; 75,000 compounds, 0.03% hits;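 note: potency is the fitted concentration of half-maximal effect; plate controls were vehicle for no effect and no substrate for full effect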
Target sequence (P29466 120-297 limits assumed): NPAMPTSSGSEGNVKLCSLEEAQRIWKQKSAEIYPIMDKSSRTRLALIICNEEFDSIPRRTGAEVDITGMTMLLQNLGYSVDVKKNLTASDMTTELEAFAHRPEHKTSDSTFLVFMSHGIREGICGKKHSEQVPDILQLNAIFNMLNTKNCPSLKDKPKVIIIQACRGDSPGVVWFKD
Target sequence (P29466 317-404 limits assumed): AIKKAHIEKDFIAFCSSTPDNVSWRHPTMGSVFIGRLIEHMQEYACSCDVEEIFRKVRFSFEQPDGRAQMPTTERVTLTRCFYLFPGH
Texas Red fluor = compounds fluorescent in Texas Red spectral region. Compound fluorescence, Texas Red channel, 547/618 nm; stronger effect = higher value. max dye-equivalent concentration, M. 59,000 compounds, 0.06% hits; in the data active = max dye-equivalent concentration above about 10 nM; inconclusive = between about 1.1 nM and that limit
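Dye-equivalent concentrations come from scaling compound signal (ex 547, em 618 nm) to six Texas Red standard concentrations run on every plate, after 15 min room-temperature incubation in pH 8.0 Tris (100 mM).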
Rhodamine autofl = compound fluoresces in the rhodamine spectral region; 59,000 compounds, 0.05% hits; Rhodamine-region fluorescence, 547/598 nm, Tris buffer; stronger effect = higher value; max dye-equivalent concentration, M; AID 594; in the data active = max dye-equivalent concentration above about 11 nM; inconclusive = between about 1.1 nM and that limit
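Read-out is relative fluorescence at 547 nm excitation and 598 nm emission, expressed as dye-equivalent concentration using rhodamine standards on every plate. Each compound was profiled across a concentration series after 15 min in 100 mM Tris, pH 8.0.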
Fluorescein autfl = fluorescein region autofluorescence; Compound autofluorescence, 480/540 nm, fluorescein-equivalent; stronger effect = higher value; max fluorescein-equivalent concentration, M; 59,000 compounds, 0.91% hits; AID 593; in the data active = max fluorescein-equivalent concentration above about 10 nM; inconclusive = between about 1.1 nM and that limit
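In this qHTS profile, compound fluorescence was measured with a 480 nm/540 nm filter pair following a 15-min room-temperature incubation in 100 mM Tris (pH 8.0). A six-point fluorescein series on each plate served for normalization.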
HEK293 cAMP cs = parental HEK293 cAMP activation (counter-screen); parental HEK293 CNG cAMP sensor, membrane potential fluorescence; Potency, µM (top dose mostly 57.1 µM), for inactives: top-dose activation, usual class: activators; 73,000 compounds, 2.5% hits; AID 938; note: potency is the fitted concentration of half-maximal effect; % of control where 0% means no effect; nearly all actives have a fitted effect of over 55% in size
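Counterscreen for endogenous-receptor signalling: CNG-channel HEK 293 cells report cAMP rise by membrane depolarization. After 60 min dye equilibration with 100 uM RO 20-1724, compounds incubated 30 min before bottom-read fluorescence at 590 nm.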
4-MU autofl = compounds fluorescent in 4-MU spectral region; compound autofluorescence, 340/450 nm, 4-MU equivalents; stronger effect = higher value; 59,000 compounds, 11% hits; max dye-equivalent concentration, M; in the data active = max dye-equivalent concentration above about 10 nM; inconclusive = mostly about 1.1 nM to 9.6 nM
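Compounds in 100 mM Tris, pH 8.0, sat 15 min at room temperature before fluorescence was read at 340 nm excitation/450 nm emission; a per-plate six-point 4-MU standard curve converted signals to dye-equivalent concentration at each compound concentration.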
Tau fil binding = binds recombinant human tau filaments. P10636. recombinant tau filaments, thioflavin S fluorescence, 15 h; filaments grown with octadecylsulfate alongside compound. Potency, µM (titrated, usually from 57.1 µM), for the others: at the highest dose activity change, negative = inhibition. 71,000 compounds, 2% hits. AID 596;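 note: potency is the fitted concentration of half-maximal effect; % is set by controls: 0 for no effect and ±100 for the full control effect; actives lower thioflavin S fluorescence by blocking filaments or displacing dye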
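Quantitative HTS: thioflavine S signal from ODS-induced tau filaments, excited at 450 nm, emission 510 nm. Conditions: 1 uM tau, 30 uM ODS, 15 h at 37 C, pH 7.4.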
Caspase-7 inhib = blocks human caspase-7 allosterically or competitively | P55210 | recombinant caspase-7, Ac-DEVD-AFC fluorescence rate | Potency, µM (series often up to 57.5 µM), inactives show at the top dose activity change, negative = inhibition, actives largely listed as inhibitors | 75,000 compounds, 0.02% hits; active = well fitted inhibition curve with a large enough effect in the main read-out, with a control signal flat, not every such curve was filed as active; inconclusive = small, poorly fitted or top-dose-only effect, or a change in a side signal; note: potency is the fitted concentration of half-maximal effect; % of control where 0% means no effect
Target sequence (P55210 24-198 limits assumed): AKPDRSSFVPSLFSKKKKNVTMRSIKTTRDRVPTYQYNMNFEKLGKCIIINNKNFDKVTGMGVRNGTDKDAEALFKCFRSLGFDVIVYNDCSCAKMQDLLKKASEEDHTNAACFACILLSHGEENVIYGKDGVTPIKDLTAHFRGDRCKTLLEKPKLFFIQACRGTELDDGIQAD
Target sequence (P55210 207-303 limits assumed): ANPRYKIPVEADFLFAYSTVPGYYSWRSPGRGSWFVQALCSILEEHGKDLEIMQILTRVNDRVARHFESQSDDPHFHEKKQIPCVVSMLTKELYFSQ
A350 autofl = compounds fluorescent in Alexa 350 spectral region; Compound autofluorescence, 340/450 nm, Alexa 350 dye-equivalents; stronger effect = higher value; max dye-equivalent concentration, M; 59,000 compounds, 11% hits; AID 590; in the data active = max dye-equivalent concentration above about 10 nM; inconclusive = mostly about 1.1 nM to 9.6 nM
ERK AVP inh = inhibitors of vasopressin-stimulated ERK signaling pathway. HEK293-V1b, vasopressin-stimulated pERK AlphaScreen. Potency, µM (doses to about 57.5 µM), for the others: top-dose activity, negative = inhibition, hits mostly inhibitors. 72,000 compounds, 0.99% hits; note: potency is the fitted concentration of half-maximal effect; % is set by controls: 0 for no effect and ±100 for the full control effect; nearly all actives have a fitted effect of over 55% in size
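Phosphorylated ERK1/2 detected via AlphaScreen bead proximity in lysates of V1b-expressing HEK293 cells given 25 nM vasopressin for 5 min after 30 min compound exposure (37 °C). AC50 from Hill equation; basal DMSO 0%, vasopressin 100%.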
FLuc inh = firefly luciferase inhibition | Potency, µM (top dose mostly 57.1 µM), for the others: at the top dose activity change, negative = inhibition, most hits filed as inhibitors | AID 411 | 72,000 compounds, 2.2% hits | purified firefly luciferase, luminescence, 8 min | P08659; note: potency is the fitted concentration of half-maximal effect; % is set by controls: 0 for no effect and ±100 for the full control effect; nearly all actives have a fitted effect of over 40% in size
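Firefly luciferase (PKLight detection mix) with 10 uM ATP in pH 7.2 imidazole buffer (KCl, MgCl2, Tween 20, BSA). Compounds tested across a concentration series (qHTS). Luminescence read after 8 min at ambient temperature.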
Numbers without * were called inactive; i = inactive; ? = inconclusive; . = not tested or not shown; & = joins results of further samples; [ ] = another dose, or the depositor's remark. Unless noted, calls come from the whole dose curve; as a rule, active = well fitted curve in the direction sought with a large enough effect; inconclusive = small, poorly fitted or top-dose-only effect, or another doubt; inactive = no such curve, though single readings can be large; an effect the other way counts as inactive or inconclusive.

SMILES	Casp1 inh	Texas Red fluor	Rhodamine autofl	Fluorescein autfl	HEK293 cAMP cs	4-MU autofl	Tau fil binding	Caspase-7 inhib	A350 autofl	ERK AVP inh	FLuc inh
CC(=O)c1cccc(NC(=O)c2oc(C)nc2C)c1	0%	i	i	?	2%	i	-12%	0%	i	17%	3%
CCOC(=O)c1ccccc1NC(=O)c1cccc2c1C(=O)N(C1CCN(C(=O)OCC)CC1)C2	-2%	.	.	.	5%	.	14%	-3%	.	-13%	-4%
C[N+]1(C)CCc2cc3c(cc2[C@@H]1[C@@H]1C(=O)Oc2c1ccc1c2OCO1)OCO3	?	.	.	.	3%&3%	.	39%&46%	-24%&-18%	.	-3%&1%	0%&2%
CC1=CC(C)(C)Nc2ccc(OC(=O)c3cccnc3)cc21	0%	.	.	.	-2%[11.4 µM]	.	270%[11.4 µM]	-2%	.	-23%	-4%
CCOC(=O)Cn1c(=N)n(Cc2ccccc2F)c2ccccc21	2%	i	i	i	11%	i	-1%	-4%	i	-20%	1%
O=C1CC(N2CCN(c3nc4ccccc4s3)CC2)C(=O)N1Cc1cccs1 (stereo not given)	1%	i	i	i	?	i	0%	-10%	i	?	-6%
Cc1ccc(N2C(=O)CC(Cn3nc(C)cc3C)C2=O)cc1 (stereo not given)	.	i	i	?	.	i	.	.	i	.	3%[25.5 µM]
c1ccc(-c2[nH]ncc2-c2nc3ccccc3[nH]2)cc1	-1%	i	i	i	-3%	i	9%	0%	i	-13%	-11%
NC(=O)CSc1nc(-c2ccccc2Cl)ns1	-1%	i	i	i	6%	i	-30%	2%	i	15%	-7%
O=C(O)c1ccc(-c2ccccc2C(F)(F)F)o1	-1%	i	i	i	15%	i	-2%	-2%	i	-5%	3%
Cc1nc2ccccc2c(=O)n1NC(=O)c1c(O)c2ccccc2n(C)c1=O	-1%	.	.	.	-7%	.	4%	0%	.	-10%	-1%
CSc1ccccc1NC(=O)c1noc2c1CCC2	-2%	i	i	i	10%	i	-28%	-10%	i	40%[activator]	-16%
NC(=O)CCS(=O)(=O)c1ccccc1	0%	.	.	.	5%	.	-5%	2%	.	-5%	0%
O=C(COC(=O)C1CCCN1S(=O)(=O)c1ccc(Cl)cc1)Nc1ccc2c(c1)OCO2 (stereo not given)	1%	i	i	?	8%	i	-3%	-1%	i	13%	-2%
Cn1cccc1C(=O)N1CCC2(CC1)CCN(C(c1ccccc1)c1ccccc1)CC2	-15%	i	i	i	6%	i	-4%	-2%	i	?	3%[11.4 µM]
CC(=O)C1=C(O)C(=O)N(Cc2ccco2)C1c1ccc2c(c1)OCO2 (stereo not given)	0%	i	i	i	4%	i	8%	0%	i	-11%	-1%
Cc1cc(NC(=O)c2cc(-c3cccs3)on2)no1	-1%	i	i	i	1%	?	-17%	-7%	?	-10%	-7%
COC(=O)c1cc(NC(=O)CSc2nc(C)cc(=O)[nH]2)cc(C(=O)OC)c1	3%	?	i	?	-6%	i	0%	2%	i	4%	-1%
O=C(CSc1nc2ccccc2c(=O)[nH]1)N1CCCCCC1	-1%	i	i	?	?	i	8%	1%	i	14%	-3%
CCNC(=O)NC(=O)COc1ccccc1C#N	2%	i	i	?	-1%	i	10%	-2%	?	29%	-15%
CCc1ccccc1NC(=O)CSc1nnc([C@@H]2CCCN2C(=O)OC(C)(C)C)o1	0%	i	i	i	2%	i	-1%	-2%	i	-7%	0%
CCC(C)n1cnc2c(c1=O)c1nc3ccccc3nc1n2Cc1ccc2c(c1)OCO2 (stereo not given)	-12%	?	i	i	-6%	4.5e-08M*	3.2µM*	-6%	4.8e-08M*	1%	-5%
Cc1csc(=N)n1-c1ccc(Cl)cc1	-2%	i	i	i	-13%	i	21%	1%	i	-7%	-19%
CCOc1ccccc1CNS(=O)(=O)c1ccc2c(c1)oc(=O)n2C	-4%	.	.	.	4%	.	-7%	1%	.	.	5%
O=C1NC(c2ccccn2)Nc2sc3c(c21)CCC3 (stereo not given)	-12%	?	i	i	4%	?	21%	-13%	?	14%	-11%
CCCC(=O)Nc1ccc(-c2nc3cc(C)c(C)cc3o2)c(O)c1	-3%	.	.	.	8%	.	42%	1%	.	-2%	0%
Cc1cc(=O)n2c3c(cccc13)CCC2	1%	i	i	?	0%	i	-3%	5%	i	3%	2%
COc1ccccc1N1CCN(CCn2c(=O)[nH]c3c([nH]c4ccccc43)c2=O)CC1	2%	.	.	.	0%	.	40µM*	1%	.	8%	1%
COC(=O)c1c(NC(=O)c2ccco2)sc(C(=O)Nc2ccc(F)cc2)c1C	-10%	i	i	i	25µM*	1.3e-07M*	3%	-1%	1.1e-07M*	-7%	3%
Cc1cc(NC(=O)CCCC(=O)Nc2ccc(F)cc2)no1	0%	i	i	i	-4%	i	3%	3%	i	0%	3%
C=CCCCCCC	0%	.	.	.	2%	.	11%	2%	.	-7%	.
C[C@@]12CC[C@@H]3[C@H](CCC4=CC(=O)CC[C@]43C)[C@@H]1CC[C@@H]2C(=O)Cn1cnc2c(=S)nc[nH]c21	-2%[11.5 µM]	i	i	i	-4%[11.4 µM]	i	12%[11.4 µM]	-2%[11.5 µM]	i	-9%[11.5 µM]	-1%[11.4 µM]
CCOC(=O)N1CCN(C(=O)CSc2ccc(Cl)cc2)CC1	-3%	.	.	.	15%	.	0%	-4%	.	28%	-1%
O=C(NCCCN1CCOCC1)C1(c2ccccc2)CCOCC1	.	i	i	i	.	i	.	.	i	.	-2%[25.5 µM]
CCn1c(SCC(=O)c2c(N)n(C)c(=O)n(C)c2=O)nc2sc(C)c(C)c2c1=O	0%	i	i	?	14%	i	1%	0%	i	6%	1%
Cn1cnnc1SC(C(=O)c1ccccc1)c1ccccc1 (stereo not given)	-1%	i	i	?	14%	i	-5%	-2%	i	-11%	0%
c1ccc(C(c2ccccc2)N2CCC3(CCNCC3)CC2)cc1	0%	i	i	i	0%	i	-3%	-1%	i	-20%	1%[11.4 µM]
CCOC(=O)Cc1csc(SCC(=O)N2CCN(c3ccc(OC)cc3)CC2)n1	3%	?	i	?	-1%	i	?	-1%	i	-5%	-1%
CC1CCN(c2nc3c(c(=O)n(C)c(=O)n3C)n2CCSc2nc3ccccc3o2)CC1	2%	i	i	i	6%	7.7e-08M*	16%	-1%	9.2e-08M*	-4%	1%
NC(=O)CN1CCN(C(=O)NC2CCCCC2)CC1	0%	.	.	.	25µM*	.	4%	-1%	.	-16%	2%
O=C(OCC(=O)N1CCN(C(=O)COC(=O)c2ccncc2)CC1)c1ccncc1	-3%	i	i	i	?	?	-1%	-4%	?	5%	2%
Cc1csc(SCC(=O)NCc2cccs2)n1	1%	i	i	i	-2%	i	450%	-2%	i	-7%	1%
COC(=O)c1ccc2c(=O)[nH]c(CN3c4ccccc4CC3C)nc2c1 (stereo not given)	-2%	?	i	?	-5%	i	?	-3%	i	21%	-3%
COC(=O)c1cc(-c2ccccc2)n(CC(=O)O)c1C	3%	?	i	i	4%	i	10%	-1%	i	11%	2%
O=C1C2=C(SCCS2)C(=O)N1CCCO	-5%	.	.	.	3%	.	6%	-4%	.	-10%	2%
CCCOc1c(OC)cccc1C1CC(=O)Nc2cc3c(cc21)OCO3 (stereo not given)	-1%	i	i	i	?	i	-6%	-4%	i	-8%	1%
Cc1ccc(C(=O)N2CCN(c3cccc(Cl)c3)CC2)cc1C	-3%	.	.	.	26%	.	6%	-7%	.	17%	0%
COc1ccc(NC(=O)CNS(=O)(=O)c2cccs2)cc1	-1%	i	i	i	1%	i	-24%	0%	i	-1%	-1%
Cc1cccc(-n2ccnc2SCC(=O)Nc2cc(C)on2)c1	0%	i	i	i	-3%	i	-6%	-2%	i	-23%	-1%
Nc1nc(NC(=O)c2cccc(S(=O)(=O)N3CCCCCC3)c2)nc(-c2ccccc2)n1	-4%	i	i	i	10%	i	10%	-1%	i	-2%	0%
COC(=O)C(NC(C)=O)(Nc1ccc(Br)cn1)C(F)(F)F (stereo not given)	.	i	i	i	.	i	.	.	i	.	1%[25.5 µM]
Cc1oc2cc3c(C(=O)N4CCN(C)CC4)c(C)oc3cc2c1C(=O)N1CCN(C)CC1	1%	i	i	i	1%	i	8%	0%	i	-4%	0%
COc1cc2nncc(SCc3ccc(Cl)c(Cl)c3)c2cc1OC	3%[11.5 µM]	?	i	i	-2%[11.4 µM]	i	3%[11.4 µM]	-3%[11.5 µM]	i	-2%[11.5 µM]	2%[11.4 µM]
CCOc1ccc(NC(=O)CSc2nnc(-c3ccco3)n2C)cc1	3%	i	i	i	-5%	i	-8%	-4%	i	-19%	-2%
COc1ncc2nc(-c3cc(F)cc(F)c3)c(=O)n(C)c2n1	-5%	i	i	i	-11%	i	2%	-4%	i	-12%	0%[11.4 µM]
COc1ccc(-n2c(C)nc3cc(C(=O)NCc4ccco4)ccc32)cc1	-1%	i	i	i	5%	i	-2%	0%	i	?	1%

A portion of the library; the hit share may differ from the screen's.
